# Source: PubChem
# KCNQ1 inh: human KCNQ1 channel inhibition. P51787. CHO-K1 KCNQ1, FluxOR thallium flux fluorescence; stronger effect = higher value. B-score at 10 µM. hit rate 1.3% among 310,000. AID 2642;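 active = compounds whose thallium flux B-score, printed positive for inhibition, exceeds three library SD while starting fluorescence stays within three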;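 also: channel opened by potassium depolarization with thallium stimulus after 20 min compound exposure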
# Target sequence (P51787 whole entry, looked up): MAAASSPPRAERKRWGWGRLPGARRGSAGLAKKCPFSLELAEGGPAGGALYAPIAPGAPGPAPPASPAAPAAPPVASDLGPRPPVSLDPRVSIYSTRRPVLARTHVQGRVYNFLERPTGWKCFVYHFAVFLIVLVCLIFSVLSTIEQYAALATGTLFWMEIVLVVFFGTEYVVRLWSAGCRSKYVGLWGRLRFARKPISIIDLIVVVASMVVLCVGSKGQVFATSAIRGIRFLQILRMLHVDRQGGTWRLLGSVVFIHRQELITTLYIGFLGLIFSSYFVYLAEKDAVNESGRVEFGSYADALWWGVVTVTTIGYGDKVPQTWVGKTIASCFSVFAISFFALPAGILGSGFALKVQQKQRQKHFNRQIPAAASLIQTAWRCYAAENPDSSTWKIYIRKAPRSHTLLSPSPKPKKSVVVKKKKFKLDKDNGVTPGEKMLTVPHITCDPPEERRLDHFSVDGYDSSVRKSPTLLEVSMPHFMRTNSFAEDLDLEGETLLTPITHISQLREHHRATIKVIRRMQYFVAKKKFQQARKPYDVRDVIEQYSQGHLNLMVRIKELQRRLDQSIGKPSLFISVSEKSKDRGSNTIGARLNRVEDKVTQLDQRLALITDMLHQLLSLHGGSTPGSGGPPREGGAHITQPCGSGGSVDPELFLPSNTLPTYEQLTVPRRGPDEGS
# TRPC4 act: opens the mouse TRPC4 cation channel; Q9QUQ5; HEK293 TRPC4beta/mu-opioid, Fluo4 calcium fluorescence; stronger effect = higher value; B-score at 10 µM; hit rate 0.49% among 310,000;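 active = B-score above 5 SD of library B-scores, and initial fluorescence ratio not above library mean plus 5 SD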;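 also: positive B-score marks a calcium rise read as TRPC4 activation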
#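 Incubation: 45 min room-temperature Fluo4 loading, 110 s read / System: HEK293 cells stably co-expressing mouse TRPC4beta and mu-opioid receptor / Signal: Fluo4 fluorescence, kinetic / Control set: buffer (low) and maximal DAMGO (high) / Measure: integrated baseline-normalised fluorescence ratio, converted to per-well B score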
# TRPC4 potent: allosterically enhances the mouse TRPC4 cation channel | B-score at 10 µM | hit rate 0.42% among 310,000 | Q9QUQ5 | HEK293 TRPC4beta/mu-opioid, DAMGO EC20, Fluo-4 Ca2+ flux; stronger effect = higher value | AID 2227;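 active = B-score of calcium response area above 5 SD of library B-scores, with initial fluorescence ratio within 5 SD of library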;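 also: B-score of integrated fluorescence ratio over time as area under calcium response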
# KCNK3 inh: human KCNK3 channel inhibition, primary screen; CHO-KCNK3 thallium flux, FluxOR fluorescence; stronger effect = lower value; AID 602410; O14649; hit rate 0.84% among 340,000; B-score at 10 µM;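 active = B-score under library mean minus 4 SD, starting fluorescence ratio at most library mean plus 5 SD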;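 also: more negative B-score means stronger inhibition of thallium flux through KCNK3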
# Target sequence (O14649 whole entry, looked up): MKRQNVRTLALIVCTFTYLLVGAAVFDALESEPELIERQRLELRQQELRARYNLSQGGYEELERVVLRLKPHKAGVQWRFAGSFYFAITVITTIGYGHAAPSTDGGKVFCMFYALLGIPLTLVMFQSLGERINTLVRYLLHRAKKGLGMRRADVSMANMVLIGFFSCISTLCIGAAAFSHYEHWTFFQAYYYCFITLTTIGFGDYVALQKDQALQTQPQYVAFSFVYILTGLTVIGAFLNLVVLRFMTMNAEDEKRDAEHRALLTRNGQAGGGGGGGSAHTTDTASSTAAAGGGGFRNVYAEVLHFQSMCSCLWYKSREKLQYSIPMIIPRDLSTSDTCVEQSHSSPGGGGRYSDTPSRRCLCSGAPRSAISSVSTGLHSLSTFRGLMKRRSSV
# KCNQ1 pot: potentiates or activates the human KCNQ1 potassium channel; B-score at 10 µM; AID 2648; hit rate 0.35% among 310,000; P51787; CHO-K1 KCNQ1, thallium flux FluxOR fluorescence; stronger effect = higher value;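 active = fluorescence ratio B-score, a plate-corrected score, at least three library SD, with initial intensity B-score within 5 SD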
#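 Medium – assay buffer, equal DMSO in all wells · Material – CHO-K1 cell line with stable KCNQ1 potassium channel expression · Signal – kinetic FluxOR thallium fluorescence, 10-s 1-Hz baseline, 110-s post-stimulus read · Compound – single concentration per compound, DMSO matched to controls · Schedule – 37 °C overnight plating, 90-min dark dye load, 20-min compound pretreatment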
# Dyrk1A ADPGlo: Dyrk1A (rat) kinase inhibition. Q63470. ADP-Glo luminescence, NFATc1 peptide. inhibition, % at 12.5 µM. hit rate 0.43% among 310,000; in the data active = inhibition above about 50%;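 also: plate controls were vehicle with enzyme for no effect and no enzyme for full effect; many of its hits are not listed in these tables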
# KCNK9 block: human KCNK9 channel inhibition. HEK293 KCNK9, FluxOR thallium flux fluorescence; stronger effect = lower value. B-score at 10 µM. hit rate 1.2% among 310,000. AID 488922;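 active = ratio B-score over 3 SD below the library mean, with starting fluorescence within 5 SD of its mean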;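 also: negative B-score means less thallium flux so channel inhibition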
# TRPC4 inh: blocks the mouse TRPC4 cation channel. hit rate 0.39% among 300,000. Q9QUQ5. HEK293 TRPC4beta/mu-opioid, DAMGO-evoked Fluo4 calcium flux; stronger effect = lower value. B-score at 10 µM. AID 2247;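 active = B-score over 3 SD under the library average, no early fluorescence shift, positive overall ratio signal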
#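 Signal: kinetic Fluo4 fluorescence imaging of calcium influx. Material: stable TRPC4beta/mu-opioid receptor HEK293 cells. Probe or stimulus: DAMGO in two steps, submaximal then maximal.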
# PolyA inhibitor: yeast polyadenylation inhibition. S. cerevisiae SKY197-pL101 polyadenylation reporter, beta-gal luminescence; efflux-impaired pdr1/pdr3 knockout yeast; score 100 = 6 SD above DMSO. calls only at 12 µM. hit rate 0.02% among 300,000. AID 1875;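 active = lowest replicate activity score at least 50, where 100 means six control SD above control mean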;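 also: yeast exposed to compound for 9 h at 30 °C; higher score means more reporter readthrough which indicates perturbed polyadenylation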
# Platelet DG rel: platelet dense granule release activity. human platelet-rich plasma, SFLLRN dense granule ATP release, luminescence. hit rate 0.22% among 300,000. AID 1663. inhibition, %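 (compounds screened at 7.5 µM in platelet-rich plasma)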;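 active = mean replicate score, as percent of positive control, at or above 50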
# hERG protect: compounds protecting human hERG from proarrhythmic drug block | Q12809 | CHO-hERG, FluxOR thallium flux, dofetilide IC70 present | activation (rescue from dofetilide block), less the hit threshold, % at 10 µM | hit rate 0.51% among 310,000 | AID 1511;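 active = activation above the mean of controls blocked by dofetilide plus 5 SD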;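 also: thallium influx through hERG after potassium depolarization seen as dye fluorescence rise; in these data hits start at about 4.7%; inactives centre near -7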
# An asterisk follows results filed as active; i = inactive; · = no result given. This is a subset; the hit share may differ from the screen's.
SMILES	PolyA inhibitor	TRPC4 inh	TRPC4 potent	KCNQ1 pot	KCNK9 block	Dyrk1A ADPGlo	KCNQ1 inh	TRPC4 act	Platelet DG rel	hERG protect	KCNK3 inh
O=C(Nc1ccccc1)c1ccc(COc2ccccc2)cc1	i	i	i	i	i	1.6	i	i	10.5	-3.2	i
COc1ccc(C(C)=O)cc1CSCCC#N	i	i	i	i	i	10.2	i	i	-21.8	-4.1	i
CN(c1ccc(C(=O)N2CCOCC2)cc1)S(=O)(=O)c1cccs1	i	i	i	i	i	·	i	i	-4.4	0.3	i
COCCn1cc(-c2csc(N)n2)c2ccccc21	i	i	i	i	i	0.4	i	i	-2.6	-12.6	i
Cn1c(SCC(=O)Nc2ccc3c(c2)OCCO3)nnc1C1CC1	i	i	i	i	i	-6.1	i	i	-2.8	-9.6	i
Cc1ccc(S(=O)(=O)N2CCN(C(=O)COC(=O)C3CCC3)CC2)c(C)c1	i	i	i	i	i	·	i	i	8.9	-5.2	i
O=C(CN1C(=O)c2cccc3cccc1c23)Nc1ccc(S(=O)(=O)Nc2nccs2)cc1	i	i	i	i	i	-3.1	i	i	0.7	-10.7	i
CCOc1ccc(OCCC(=O)OCC(=O)N2CCN(S(=O)(=O)c3ccc(Cl)cc3)CC2)cc1	i	i	i	i	i	1.3	i	i	-4.5	-3.8	i
CCOC(=O)N1CCN(C(=O)C2CCC(=O)N(CCCN3CCCC3=O)C2)CC1 (configuration not stated)	i	i	i	i	i	2.5	i	i	1.3	-7.8	i
COc1ccc(CCNC2=C(Cl)C(=O)N(CCc3ccccc3)C2=O)cc1OC	i	i	i	i	i	-4.2	i	i	2.2	-12.3	i
COc1cc(OC)c(C(=O)N(CCc2ccccc2)Cc2ccccc2)cc1OC	i	i	i	i	i	-5.8	i	i	-4.9	-10.7	i
Cc1ccc(C(=O)Nc2cc(Cl)ccc2N2CCCCC2)s1	i	i	i	i	i	4.3	i	i	8.1	-11.9	i
COc1ccc(NC(=O)c2cc3ccccc3o2)cc1OC	i	i	i	i	i	14.3	i	i	3.6	0.2	i
Clc1ccc(Sc2cnc3ccccc3n2)cc1	i	i	i	i	i	-1.6	i	i	-2.9	-4.2	i
CC(Oc1coc(CN2CCN(C(=O)c3ccco3)CC2)cc1=O)c1ccccc1 (configuration not stated)	i	i	i	i	i	-4.9	i	i	13.9	-15.5	i
CCOc1cc(/C=C2/SC(=S)NC2=O)ccc1OC(=O)c1ccco1	i	i	i	i	i	22.0	i	i	0.0	-8.8	i
CC(C)(C)c1ccc(NC(=O)N2CCCN(c3ccc([N+](=O)[O-])cn3)CC2)cc1	i	i	i	i	i	-5.9	i	i	8.9	-19.0	i
O=C(CCC(=O)N(c1ccccc1)C(C(=O)NC1CCCC1)c1ccncc1)Nc1cccnc1 (configuration not stated)	i	i	i	i	i	5.2	i	i	0.5	-15.8	i
COc1ccc(-c2nc3c(c(=O)n(C)c(=O)n3C)n2CC2CC(c3ccccc3)=NO2)cc1OC (configuration not stated)	i	i	i	i	i	5.0	i	i	23.3	-23.9	i
COc1ccc(NCC(=O)N/N=C/c2cc([N+](=O)[O-])ccc2N2CCCC2)cc1	i	i	i	i	i	1.8	i	i	11.5	-6.7	i
CC(C)COC(=O)c1ccccc1N1C(=O)C2C3CCC(C3)C2C1=O (configuration not stated)	i	i	i	i	i	0.0	i	i	-6.7	-7.6	i
Cn1c(=O)c2c(ncn2CC(=O)OCC(=O)Nc2ccc(Cl)cc2)n(C)c1=O	i	i	i	i	i	-3.9	i	i	17.4	-4.3	i
Nc1nonc1-n1nnc(C(=O)N/N=C/C2CC=CCC2)c1CSc1ccccc1 (configuration not stated)	i	i	i	i	i	-8.3	i	i	-4.8	-7.6	i
Cc1nc2ccccc2nc1CSc1nnc(N)s1	i	i	i	i	i	1.1	i	i	8.0	-4.3	i

# 2 compounds drawn at random from the list so far, as already listed:
SMILES	PolyA inhibitor	TRPC4 inh	TRPC4 potent	KCNQ1 pot	KCNK9 block	Dyrk1A ADPGlo	KCNQ1 inh	TRPC4 act	Platelet DG rel	hERG protect	KCNK3 inh
O=C(CCC(=O)N(c1ccccc1)C(C(=O)NC1CCCC1)c1ccncc1)Nc1cccnc1 (configuration not stated)	i	i	i	i	i	5.2	i	i	0.5	-15.8	i
Nc1nonc1-n1nnc(C(=O)N/N=C/C2CC=CCC2)c1CSc1ccccc1 (configuration not stated)	i	i	i	i	i	-8.3	i	i	-4.8	-7.6	i

# (further entries)
SMILES	PolyA inhibitor	TRPC4 inh	TRPC4 potent	KCNQ1 pot	KCNK9 block	Dyrk1A ADPGlo	KCNQ1 inh	TRPC4 act	Platelet DG rel	hERG protect	KCNK3 inh
Cc1c(C(=O)N/N=C/c2ccccc2)[nH]c2ccc(Cl)cc12	i	i	i	i	i	-0.2	i	i	1.6	-7.6	i
COC(=O)c1ccc(CSc2cc(C)c3ccccc3n2)o1	i	i	i	i	i	0.0	i	i	-10.4	-8.8	i
CCOc1ccc(CCNC(=O)c2cc3sccc3n2C)cc1OCC	i	i	i	i	i	2.6	i	i	3.7	-10.7	i
COc1ccc(C(=O)N2CCN(Cc3ccccc3C)CC2)cc1OC	i	i	i	i	i	-1.2	i	i	-1.8	-5.8	i
c1ccc(OCCOc2ccccc2-c2nnco2)cc1	i	i	i	i	-8.35*	-3.6	i	i	3.6	2.5	i
CCOC(=O)N/N=C\c1ccc([N+](=O)[O-])o1	i	i	i	i	i	1.6	i	i	0.8	-6.8	i
CCc1ccccc1S(=O)(=O)Cc1ccc(C(=O)NC2CCCC2)o1	i	i	i	i	i	0.8	i	i	4.8	-9.8	i
CC(c1ccccc1)n1c(SCC(=O)N2CC(=O)Nc3ccccc32)nc2ccccc2c1=O (configuration not stated)	i	i	i	i	-9.02*	-5.6	i	i	0.3	-6.2	i
O=C(NNC(=O)c1c(O)c2ccccc2[nH]c1=O)c1ccccc1Br	i	i	i	i	i	0.7	i	i	-35.4	-3.7	i
O=C(NCc1ccco1)C1CCCN(S(=O)(=O)c2ccc(Br)cc2)C1 (configuration not stated)	i	i	i	i	i	-2.6	i	i	-1.0	-2.1	i
CCCc1ncc(C(O)c2cccc(OC)c2OC)n1C (configuration not stated)	i	i	i	i	i	-4.2	i	i	-2.3	-8.5	i
CCOC(=O)c1cc2c(=O)c3ccccc3oc2nc1C	i	i	i	i	i	1.2	i	i	8.8	-5.1	i
CN(Cc1ccccc1)S(=O)(=O)c1ccc(Cl)c(C(=O)NCc2cccnc2)c1	i	i	i	i	i	-6.3	i	i	-3.4	-16.2	i
Cc1ccccc1-n1ncc2c1CC(C)(C)CC2NC(=O)CCn1cncn1 (configuration not stated)	i	i	i	i	i	-4.3	i	i	0.7	-8.1	i
CC(=O)NC(Cc1ccccc1)C(=O)OCC(=O)c1ccc(Br)cc1 (configuration not stated)	i	i	i	i	i	-2.6	i	i	-1.1	-5.6	i
CCOC(CNC(=O)c1cccn2c(=O)c3c(C)c(C)sc3nc12)OCC	i	i	i	i	i	7.2	i	i	10.2	-7.8	i
O=C(Cc1ccccc1)Nc1ccnn1C1CCN(Cc2ccc(CO)o2)CC1	i	i	i	i	i	·	i	i	-8.7	-8.0	i
O=C(O)CN(Cc1ccco1)S(=O)(=O)c1ccc(F)cc1	i	i	i	i	i	3.0	i	i	-4.8	-6.3	i
Cc1cccc(OCC(=O)NCCCNC(=O)c2ccco2)c1	i	i	i	i	i	-0.7	i	i	3.7	-3.8	i
COn1c(SC(C)C)nc2ccccc2c1=O	i	i	i	i	i	-5.4	i	i	-8.3	-9.9	i
CCOc1cc(C2c3c(-c4ccccc4)n[nH]c3C(=O)N2c2ccc(C(=O)O)cc2)ccc1O (configuration not stated)	i	i	i	i	i	-4.8	i	i	-10.1	-6.0	i
O=C(OCc1ccc(Br)cc1)c1ccncc1	i	i	i	i	i	-5.3	i	i	16.7	-12.2	i
CC(C)Sc1nc(C(F)(F)F)cc(=O)n1-c1ccccc1	i	i	i	i	i	-1.4	i	i	7.4	-13.8	i
CCCn1ncc(CN2CCC(C(=O)Nc3cccc(-c4cccc(F)c4)c3)CC2)c1C	i	i	i	i	i	·	i	i	-5.1	-22.2	i
CCCNC1=C(N(C(C)=O)c2cccc(F)c2)C(=O)c2ccccc2C1=O	i	i	i	i	i	0.4	i	i	3.1	-4.3	i
COc1ccc(-c2cc(C(=O)N/N=C(\C)c3cccnc3)c3ccccc3n2)cc1	i	i	i	i	i	-3.5	i	i	11.7	-9.2	i
CCC(C)c1ccc(OCc2ccc(C(=O)O)o2)cc1 (configuration not stated)	i	i	i	i	i	4.5	i	i	-0.9	-2.9	i
COCc1cc(C)nc(SCC(=O)Nc2ccc(N3CCOCC3)cc2)c1C#N	i	i	i	i	i	4.2	i	i	-4.1	-8.2	i
Cc1cc(C)cc(NC(=S)NCc2ccc(S(N)(=O)=O)cc2)c1	i	i	i	i	i	-1.4	i	i	-1.4	-12.6	i
Cn1c(=O)c2c(nc(SCCN3CCCCC3)n2Cc2ccc(Cl)cc2)n(C)c1=O	i	i	40*	i	i	-0.3	i	80*	-1.1	-11.6	i
C=CCNC(=O)c1ccc(-c2nc(-c3ccccc3)cs2)cc1	i	i	i	i	i	1.9	i	i	3.5	-6.6	i
CC(C)(C)c1ccc(C(=O)OC/C(O)=C(\C#N)c2nc3ccccc3s2)cc1	i	i	i	i	i	-3.0	i	i	-7.1	-4.8	i
Cc1coc2cc3oc(=O)c(CCC(=O)N4C[C@H]5C[C@@H](C4)c4cccc(=O)n4C5)c(C)c3cc12	i	i	i	i	i	3.9	i	i	0.3	-5.9	i
O=C(NCC1CCCO1)C1CCCN(S(=O)(=O)c2ccc(Br)cc2)C1 (configuration not stated)	i	i	i	i	i	-2.4	i	i	-9.5	-6.2	i
COC(=O)c1ccc(NC(=O)CN2CCN(CCO)CC2)cc1	i	i	i	i	i	-2.7	i	i	-3.0	-0.4	i
NC(=O)c1cc[n+](Cc2ccc([N+](=O)[O-])cc2)cc1	i	i	i	i	i	·	i	i	3.0	-11.6	i
C/C(=N\NC(=O)c1ccccn1)c1ccc(C(=O)O)s1	i	i	i	i	i	·	i	i	7.7	-2.7	·
CCN(CC)C(=O)CSc1nnc(-c2ccccn2)n1Cc1ccccc1	i	i	i	i	i	-0.3	i	i	-1.1	-10.4	i
